Bioassay records deposited in PubChem by several laboratories.
Rpn11 inh: Rpn11 (human) deubiquitinase inhibition. 0.59% of 360,000 active. human 26S proteasome, Ub4-pepOG fluorescence polarization; 20S core pre-blocked with epoxomicin. O00487. calls only at 20 µM;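 active = inhibition at 20 µM, scaled to each plate's controls, above about 33%, limit read from the data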
Target sequence (O00487 whole entry, looked up): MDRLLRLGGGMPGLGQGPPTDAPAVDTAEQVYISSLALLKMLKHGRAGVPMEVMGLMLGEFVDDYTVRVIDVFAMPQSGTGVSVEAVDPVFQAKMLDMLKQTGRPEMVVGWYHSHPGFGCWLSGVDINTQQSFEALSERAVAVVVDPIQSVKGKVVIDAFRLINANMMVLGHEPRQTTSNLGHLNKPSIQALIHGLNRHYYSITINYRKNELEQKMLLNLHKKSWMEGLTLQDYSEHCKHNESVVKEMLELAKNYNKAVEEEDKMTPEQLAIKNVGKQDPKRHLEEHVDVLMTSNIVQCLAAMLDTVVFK
PABP1 MLLE inh: blocks PAM2 peptide binding to the PABP1 MLLE domain. P11940. 0.36% of 360,000 active. GST-MLLE / FITC-PAM2 fluorescence polarization. inhibition, % at 20 µM. AID 588489; in the data active = inhibition above about 35%, passing the limit was not always enough;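 also: plate controls were DMSO wells with GST-MLLE for no effect and wells lacking GST-MLLE protein for full effect; some results filed as inactive read as strong as hits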
FAS TE block: blocks the thioesterase domain of human fatty acid synthase; P49327; recombinant FAS-TE, OMFH fluorogenic substrate, fluorescence endpoint; inhibition, % at 15 µM; 0.67% of 360,000 active; AID 602261;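 active = compounds whose normalised, plate-corrected inhibition of enzyme fluorescence in the single-dose primary screen is 50% or more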;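 also: 0% = DMSO with enzyme and 100% = substrate without enzyme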
CSN deneddyl inh: inhibitors of human CSN-mediated cullin deneddylation. Q92905. 0.38% of 360,000 active. Purified CSN, SCF-Nedd8-OG deneddylation, fluorescence polarization. inhibition, % at 12.5 µM;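 active = pattern-corrected inhibition above about 35%, with an unprinted fluorescence ratio check between 0.5 and 1.5, limit read from the data, passing the limit was not always enough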;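 also: 0% = enzyme with substrate and 100% = substrate without enzyme; some results filed as inactive read as strong as hits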
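Assay system: purified human Csn5 enzyme expressed in HEK293T cells; measure: % inhibition; also added: SCFSkp2-Nedd8OG substrate at 10 nM final; technique: fluorescence polarization; times: reaction 90 min, room temperature; medium: Tris buffer pH 7.5, NaCl, DTT, Tween-20, trehalose, ovalbumin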
NadD block: NadD (S. aureus) enzyme inhibition | inhibition, % at 20 µM | 0.78% of 360,000 active | purified NadD enzyme, colorimetric absorbance read-out; in the data active = inhibition above about 26%; also: some compounds past the cut are filed as inactive
MT1-MMP act inh: blocks activation of human MT1-MMP; AID 651647; P50281; GFP/RFP ratio change, % at 20 µM; HT1080 RFP-PRO-GFP cells, GFP/RFP ratio fluorescence, overnight; percent of plate control window, DMSO zero; 0.061% of 360,000 active;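 active = GFP/RFP ratio change of at least 30% with cell ATP level not reduced by more than half and red fluorescence within 50% of control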; also: strong numbers were not always called active
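Read-out: GFP/RFP fluorescence ratio; Test system: RFP-PRO-GFP reporter HT1080 cells; Compound dosing: single-point 20 µM compound, 1% DMSO; Times: overnight compound exposure at 37 °C.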
Neddyl block: inhibitors of human cullin neddylation | 0.58% of 360,000 active | calls only at 25 µM | TR-FRET cullin neddylation, biochemical | AID 651699 | P61081+Q13564; in the data active = inhibition above about 36%
Target sequence (P61081 whole entry, looked up): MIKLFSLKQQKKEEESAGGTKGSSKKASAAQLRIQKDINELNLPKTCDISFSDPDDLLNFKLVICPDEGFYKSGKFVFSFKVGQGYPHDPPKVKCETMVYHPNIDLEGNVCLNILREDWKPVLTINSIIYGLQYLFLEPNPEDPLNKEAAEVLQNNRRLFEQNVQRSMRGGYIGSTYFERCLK
Target sequence (Q13564 whole entry, looked up): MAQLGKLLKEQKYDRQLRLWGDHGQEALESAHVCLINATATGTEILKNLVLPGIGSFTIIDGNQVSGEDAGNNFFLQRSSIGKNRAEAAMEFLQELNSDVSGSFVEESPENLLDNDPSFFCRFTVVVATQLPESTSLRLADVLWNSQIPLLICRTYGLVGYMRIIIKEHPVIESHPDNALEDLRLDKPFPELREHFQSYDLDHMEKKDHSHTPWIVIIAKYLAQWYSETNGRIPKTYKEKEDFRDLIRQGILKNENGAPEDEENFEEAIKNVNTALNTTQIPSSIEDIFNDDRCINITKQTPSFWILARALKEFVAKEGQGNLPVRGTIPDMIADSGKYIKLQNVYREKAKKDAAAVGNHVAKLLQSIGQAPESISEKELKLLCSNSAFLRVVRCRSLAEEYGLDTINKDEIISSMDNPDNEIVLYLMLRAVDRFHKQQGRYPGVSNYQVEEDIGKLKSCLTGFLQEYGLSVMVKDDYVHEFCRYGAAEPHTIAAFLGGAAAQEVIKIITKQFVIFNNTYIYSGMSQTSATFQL
Rin1 Abl inh: inhibitors of human Rin1-Abl protein interaction; P00519+Q13671; TR-FRET Rin1/Abl binding, biochemical; inhibition, % at 7.35 µM; 0.4% of 360,000 active; AID 588664; in the data active = inhibition above about 5%, passing the limit was not always enough
SKN-1 block: blocks SKN-1 activity in C. elegans; C. elegans VP596 Pgst-4::GFP/RFP ratio, acrylamide-induced, 24 h; inhibition, % at 21.8 µM; 0.49% of 360,000 active;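 active = interference check ratio from 0.5 to 1.5 plus GFP to RFP signal ratio inhibition reaching or exceeding a fixed threshold, cut at about 30% in these data, passing the limit was not always enough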; also: some compounds called inactive have numbers as strong as hits
An asterisk follows results filed as active; i = inactive; · = not tested or not shown; + = active, no number.

SMILES	Rpn11 inh	PABP1 MLLE inh	FAS TE block	CSN deneddyl inh	NadD block	MT1-MMP act inh	Neddyl block	Rin1 Abl inh	SKN-1 block
O=C(NCCCO)/C(=C/c1ccc(-c2cccc([N+](=O)[O-])c2)o1)NC(=O)c1ccccc1	i	-2	5	0	0	-2	i	-2	-10
C=C(C)c1cccc(C(C)(C)NC(=O)N2CCN(c3ccc(OC)cc3)CC2)c1	i	-1	-4	-8	0	1	i	0	6
CN(C)S(=O)(=O)c1cccc(NC(=O)c2ccccc2SCC(=O)N2CCCC2)c1	i	-5	-5	1	2	2	i	-6	-5
COc1cc(OC)nc(NC(=O)CSc2nnc(-c3ccccc3)n2C2CCCCC2)n1	i	8	-2	3	-2	-2	i	-1	12
COc1ccc(NC(=O)CN2CCN(c3ccccn3)CC2)cc1Cl	i	1	1	0	-1	0	i	2	23
Fc1ccc(-n2c(=S)[nH]c3cccnc32)cc1	i	-23	-1	3	0	3	i	-3	15
O=C(N/N=C/c1ccncc1)c1cnccn1	i	15	-4	-1	0	-7	i	3	-4
COc1ccc(CC(=O)Nc2nnc(-c3cccc([N+](=O)[O-])c3)s2)cc1	i	8	0	-1	-5	1	i	0	2
COc1ccc(CCNS(=O)(=O)c2cccc3nsnc23)cc1OC	i	10	-6	8	-2	3	i	-2	11
CC(C)NC(=O)C1(C)CCN1C(=O)c1ccccc1 (centres undefined)	i	7	-6	-4	-1	3	i	1	0
Cn1c(C(=O)N2CCCC(C(=O)NCc3cccs3)C2)cc2sccc21 (centres undefined)	i	2	0	3	-2	1	i	5	-2
O=C(O)c1ccccc1-c1ccccc1C(=O)NCc1ccco1	i	5	-4	0	-1	-1	i	0	4

The final two compounds of the part above open the next one:
SMILES	Rpn11 inh	PABP1 MLLE inh	FAS TE block	CSN deneddyl inh	NadD block	MT1-MMP act inh	Neddyl block	Rin1 Abl inh	SKN-1 block
Cn1c(C(=O)N2CCCC(C(=O)NCc3cccs3)C2)cc2sccc21 (centres undefined)	i	2	0	3	-2	1	i	5	-2
O=C(O)c1ccccc1-c1ccccc1C(=O)NCc1ccco1	i	5	-4	0	-1	-1	i	0	4
CC(OC(=O)C1CCN(S(=O)(=O)c2ccc3c(c2)OCCO3)CC1)C(=O)NC1(C#N)CCCCC1 (centres undefined)	i	-6	4	1	-5	2	i	1	2
Cc1ccc(NC(=S)N(Cc2cccc(Br)c2)CC2CCC(C(=O)O)CC2)cc1Cl (centres undefined)	i	-24	45	-6	5	4	i	0	-9
N=C1C=CC=C2C1=NC1(CCCCC1)N2O	i	13	0	-2	4	16	i	-10	-1
S=C(NCCc1ccc(Cl)cc1)NC1CC1	i	-28	-3	2	1	1	i	-2	1
CCCc1nnc(NC(=O)CSc2nc3ccccc3[nH]2)s1	i	-6	-7	-9	-2	4	i	1	10
Cn1c(NC(=O)c2ccccc2)cc(=O)n(C)c1=O	i	3	-7	1	6	0	i	1	0
CC1CCC(C(C)C)C(OC(=O)COC(=O)c2cc(O)ccc2N)C1 (centres undefined)	i	-10	27	-2	1	-19	·	0	2
COc1ccc(Cl)cc1N/C(N)=N/c1nc(CSc2ccc(C)cc2)cc(=O)[nH]1	i	-7	20	0	16	7	i	-1	-1
CCOC(=O)CCc1c(C)nc2ncnn2c1C	i	5	-5	2	2	3	i	-1	2
CC(NC(=O)COc1ccccc1)C(=O)NC1=NCCS1 (centres undefined)	i	10	-11	-1	11	5	i	-1	14
COC(=O)[C@@]1(Cc2ccc(OC)cc2)[C@H]2c3cc(C(=O)N4CCCC4)n(CCn4cc([N+](=O)[O-])nc4C)c3C[C@H]2CN1C(=O)c1ccccc1	i	3	-6	-2	-5	-3	i	3	9
COc1c2occc2cc2ccc(=O)oc12	i	-7	-4	2	-8	1	i	-2	7
COC(=O)C1=C(O)C(C(=O)OC)C(c2ccc(C)cc2)C(C#N)(C#N)C1c1ccc(C)cc1 (centres undefined)	i	10	17	0	17	-20	i	-7	9
C[C@H](CO)N1C[C@H](C)[C@@H](CN(C)S(C)(=O)=O)Oc2c(NC(=O)C3CC3)cccc2C1=O	i	8	-4	1	-1	4	i	2	17
COC(=O)[C@H](Cc1ccccc1)NC(=O)NCC1CCCO1 (some centres undefined)	i	3	-3	-1	8	2	i	1	10
CCOc1ccc(S(=O)(=O)Nc2ccc(OC)nc2)cc1	i	-10	1	3	-3	0	i	1	-1
O=C(c1cc(-c2ccccc2)on1)N1CCc2ccccc2C1	i	0	32	0	-5	2	i	3	37*
O=C1CCCc2[nH]nc(-c3cccnc3)c21	i	-8	-11	2	5	-1	i	-2	-3
Cc1ccc(C)c(NC(=O)Cn2c([N+](=O)[O-])cnc2C)c1	i	-13	-6	2	-5	3	i	-2	9
COc1ccc(NC(=S)Nc2ccccc2)cn1	i	25	-9	-6	-5	-4	i	-1	4
CN(c1ccccc1)c1nc(N)c([N+](=O)[O-])c(Nc2cccc(F)c2)n1	i	9	29	1	-4	7	i	2	16
CCCn1c(=N)c(S(=O)(=O)c2ccc(F)cc2)cc2c(=O)n3ccccc3nc21	i	-5	21	0	5	3	·	-3	18
Cc1ccc(NC(=O)COC(=O)c2ccnn2C)cc1	i	1	-5	5	8	-1	i	1	4
CS(=O)(=O)c1cccc(NC(=O)CSc2nnc3n2CCCCC3)c1	i	-2	-6	3	-3	4	i	3	0
COC(=O)N/N=C(\CCC(=O)O)c1cccs1	i	-3	-6	90*	1	-1	i	-4	-4
CCCn1nc(NC(=O)C2CCCO2)c2cc3cccc(C)c3nc21 (centres undefined)	i	-6	5	1	-7	3	·	-4	0
O=C(C(Cl)Cl)N1CC2CCC(CC2)C1	i	4	-7	-5	2	2	i	1	2
O=C(c1ccc(N2CCCC2=O)cc1)N1CCN(c2ccc(C(F)(F)F)cc2[N+](=O)[O-])CC1	i	1	0	-4	-2	-5	i	-1	-1
Cc1ccc(SCC(=O)NNC(=O)CCS(=O)(=O)c2ccc(C)cc2)cc1	i	9	-6	3	-3	1	i	1	-16
Cc1cccc(NC(=O)C2CCCN2C(=O)NC2CCCCC2)c1 (centres undefined)	i	1	-2	-4	2	0	i	0	-7
COC(=O)Cc1cnc(NC(=O)C2C3CCC(C3)C2C(=O)O)s1 (centres undefined)	i	-7	-5	-1	4	-2	i	1	-2
CCOC(=O)C1=C(CS(=O)(=O)c2ccc(C)cc2)NC(=O)NC1c1cc(OC)c(OC)c(OC)c1 (centres undefined)	i	-5	-6	4	-3	1	i	2	11
CC1(C)Cc2c(sc3ncn(N)c(=N)c23)CO1	i	11	-12	-3	-7	3	i	1	-34
O=C(OCc1ccccc1)N1CCC2CC1c1c(Cl)cccc12 (centres undefined)	i	-6	24	4	-2	-4	i	2	1
O=C(CN1C(=O)C2C3C=CC(C4CC34)C2C1=O)Nc1cnc2ccccc2c1 (centres undefined)	i	-4	-3	-6	4	1	i	1	7
NC(=O)CN1CCOCCOCCN(CC(N)=O)CCOCCOCC1	i	-10	-8	3	-1	-3	i	2	-10

A second format for part of the listing above:
Sequence of screens – Rpn11 inh	PABP1 MLLE inh	FAS TE block	CSN deneddyl inh	NadD block	MT1-MMP act inh	Neddyl block	Rin1 Abl inh	SKN-1 block
O=C(c1cc(-c2ccccc2)on1)N1CCc2ccccc2C1
 : i	0	32	0	-5	2	i	3	37*
O=C1CCCc2[nH]nc(-c3cccnc3)c21
 : i	-8	-11	2	5	-1	i	-2	-3
Cc1ccc(C)c(NC(=O)Cn2c([N+](=O)[O-])cnc2C)c1
 : i	-13	-6	2	-5	3	i	-2	9

Following part
SMILES	Rpn11 inh	PABP1 MLLE inh	FAS TE block	CSN deneddyl inh	NadD block	MT1-MMP act inh	Neddyl block	Rin1 Abl inh	SKN-1 block
CCOC(=O)Nc1ccc(S(=O)(=O)Nc2cc(C)nc(C)n2)cc1	i	4	-8	3	-1	-3	i	-1	-8
CCc1cccc(C)c1NC(=O)CN1C(=O)NC(C)(CCC(C)C)C1=O (centres undefined)	i	-4	-4	-3	-1	2	i	3	7
Cn1cc(S(=O)(=O)N2CCCC2)cc1C(=O)O	i	2	-9	-2	-6	-1	i	2	-8
COc1ccc(S(=O)(=O)N2CCOCC2)cc1C(=O)NC1CCCCC1	i	8	-4	1	-3	-1	i	5	20
CN(Cc1ccccc1NCC(=O)Nc1ccccc1C#N)C1CCCCC1	i	-9	3	-2	-9	2	i	0	8
CC[C@]12C(=O)N(C)C[C@H]([C@@H]3C(=O)N(Cc4ccccc4)C(=O)[C@@H]31)N2C(=O)c1ccc(Br)cc1	i	-4	-10	-4	3	1	i	2	10
COc1ccc(C(=O)/C=C/c2ccc(-c3ccccc3)cc2)cc1CSCC(=O)O	i	9	-27	29	43*	0	i	-3	-11
O=c1cc(-c2ccccc2)oc2cc(OCc3ccccc3)cc(O)c12	i	-2	26	-5	-1	3	i	0	4
Cn1c(-c2ccc(Br)o2)nc2ccccc21	i	17	-8	8	6	0	i	-3	14
O=C(NCC1(c2ccccc2)CCOCC1)c1ccc(Br)o1	i	12	-9	3	-3	2	i	-1	3
O=C(NCC1CCCCC1)c1cc2ccccc2cc1O	i	-2	13	-4	-7	4	+	6	-11
Cc1nn(-c2ccccc2)c(Cl)c1/C=C(\CC(=O)O)c1nc2ccccc2s1	i	-9	-3	1	5	-1	i	2	4
CCn1c(=S)[nH]c2cc(S(=O)(=O)N3CCOCC3)ccc21	i	-99	0	-1	-2	2	i	0	-6
COCCC(=O)N1CCC(Oc2ccc(C(=O)N3CCC[C@H]3CO)cc2)CC1	i	2	-3	1	4	-3	i	3	1
O=C(Cc1ccc(Cl)cc1)c1c[nH]c(C(=O)NCCCN2CCOCC2)c1	i	10	-6	8	-7	4	i	1	0
CS(=O)(=O)N(Cc1ccccc1)c1ccccc1C(=O)O	i	1	-6	-7	-9	1	i	-1	-9
CCc1ccc(-n2c(CSc3nnnn3-c3ccccc3)nc3ccccc3c2=O)cc1	i	-12	4	3	0	2	i	-3	6
CN1OC[C@@H]2CN3C(=O)N(c4cccc5ccccc45)c4ccccc4[C@@H]3C[C@@H]21	i	-31	-12	2	9	3	i	7	6
CN(C(=O)CN1C(=O)S/C(=C\c2cccc(Cl)c2)C1=O)C1CCS(=O)(=O)C1 (centres undefined)	i	34	3	1	2	-1	i	-7	6
COc1cccc(C(=O)N2CCN(Cc3nc(-c4ccoc4)oc3C)CC2)c1	i	11	-4	1	2	-4	i	0	-5
COc1ccc(-c2csc3ncnc(Cl)c23)cc1	i	4	15	3	-9	-1	i	-1	5
Cc1ccc(-c2c(C#N)c(N)nc3c2CCCCC3)o1	i	9	4	-5	-4	-7	+	-4	7
CCOc1ccc2nc(NC3=NC(C)(C)C=C(C)N3)nc(C)c2c1	i	-9	-13	5	-1	-9	i	-1	14
N=C1C(c2ccccc2)=C(O)C2CCc3ccccc3N12 (centres undefined)	i	-2	-9	-1	2	2	i	-2	8

With a hit mark in NadD block, of those listed so far:
SMILES	Rpn11 inh	PABP1 MLLE inh	CSN deneddyl inh	NadD block	MT1-MMP act inh	Neddyl block	Rin1 Abl inh	SKN-1 block
COc1ccc(C(=O)/C=C/c2ccc(-c3ccccc3)cc2)cc1CSCC(=O)O	i	9	29	43*	0	i	-3	-11

(more compounds)
SMILES	Rpn11 inh	PABP1 MLLE inh	FAS TE block	CSN deneddyl inh	NadD block	MT1-MMP act inh	Neddyl block	Rin1 Abl inh	SKN-1 block
COc1cc(CC(=O)N2CCc3ccccc32)cc(OC)c1OC	i	-16	-3	4	0	6	i	-1	-10
Cc1cc(Cl)ccc1OC(C)C(=O)NCCCCc1ccccc1 (centres undefined)	i	8	29	0	-4	5	i	1	4
COc1ccc(C(=O)CSC(=S)N2CCCCC2)cc1	i	7	2	-3	2	0	i	1	12
O=C(NCCc1ccccc1F)C1CCC(=O)N(Cc2ccc(Cl)cc2)C1 (centres undefined)	i	1	0	1	-6	3	i	-2	8
